# Vif-APOBEC3G blk: inhibitors of Vif-APOBEC3G interaction; Q9HC16; HeLa A3G-eYFP + Vif (tagged APOBEC3G with the HIV-1 protein that degrades it), YFP fluorescence, overnight; Potency, µM (titrated, usually from 46.1 µM), for inactives: at the top dose activity, negative = active, most hits filed as inhibitors; 410,000 tested, 0.076% active;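 further: on the % scale 0 is the no-effect control and ±100 the full control effect; nearly all actives have a fitted effect of over 60% in size; hits raise eYFP signal because A3G escapes Vif-driven loss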
#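 HeLa cells stably expressing Vif and C-terminally eYFP-tagged A3G, seeded overnight at 37 deg C, then exposed to compound by pintool overnight at 37 deg C. Rise in yellow fluorescence (Ex 488/Em 500-530, Acumen) marks blocked Vif-driven A3G degradation.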
# mIDH1 inhibitor: human IDH1 R132H inhibition | IDH1-R132H enzyme, NADPH consumption, diaphorase/resazurin fluorescence | Potency, µM (titrated, usually from 76.6 µM), for inactives: at the top dose activity change, negative = inhibition, actives largely listed as inhibitors | 390,000 tested, 0.093% active; further: on the % scale 0 is the no-effect control and ±100 the full control effect; nearly all actives have a fitted effect of over 65% in size
#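 IDH1-R132H (0.5 ug/mL) preincubated 30 min with compound, then NADPH (0.016 mM) and alpha-KG (2 mM) added; 80 min at RT, pH 7.5. Remaining NADPH coupled via diaphorase/resazurin to fluorescence (540/590 nm); concentration-response curves normalized to no-enzyme control.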
# USP1-UAF1 inh: USP1/UAF1 (human) deubiquitinase inhibition; recombinant USP1/UAF1, Ub-Rhodamine cleavage fluorescence; AID 743255; 390,000 tested, 0.23% active; Potency, µM (top dose mostly 57.1 µM), for the others: at the top dose activity change, negative = inhibition, actives largely listed as inhibitors; further: on the % scale 0 is the no-effect control and ±100 the full control effect; nearly all actives have a fitted effect of over 60% in size; inactives centre near -12
#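 Step one: compound is pinned into 1nM USP1/UAF1 in HEPES pH 7.8 buffer with TCEP. Step two: 15 min room-temperature incubation. Step three: Ub-Rho (150nM final) starts cleavage, tracked by fluorescence over six one-minute reads.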
# ALOX12 inh: inhibitors of human 12S-lipoxygenase ALOX12; purified 12hLO, xylenol orange hydroperoxide absorbance; Potency, µM (titrated, usually from 108 µM), without a hit: top-dose activity change, negative = inhibition, actives largely listed as inhibitors; 580,000 tested, 1.1% active; AID 1671190; further: on the % scale 0 is the no-effect control and ±100 the full control effect
#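 Hydroperoxide product was detected by ferrous iron/xylenol orange as the 573 to 405 nm absorbance ratio. Arachidonic acid at 40 uM (final) was turned over for 30 min at room temperature by 150 nM human 12hLO, pH 7.0 Hepes buffer, after 15 min compound preincubation.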
# RXFP1 agonist: activates the human relaxin receptor RXFP1. HEK293T-RXFP1 cAMP TR-FRET, 30 min; response scale: percent of porcine relaxin response, buffer zero. Q9HBX9. Potency, µM (titrated, usually from 57.5 µM), for the others: at the top dose activation, usual class: activators. 370,000 tested, 0.3% active. AID 2676; further: on the % scale 0 is the no-effect control and ±100 the full control effect; nearly all actives have a fitted effect of over 60% in size; many of its hits are not listed in these tables
# Target sequence (Q9HBX9 whole entry, looked up): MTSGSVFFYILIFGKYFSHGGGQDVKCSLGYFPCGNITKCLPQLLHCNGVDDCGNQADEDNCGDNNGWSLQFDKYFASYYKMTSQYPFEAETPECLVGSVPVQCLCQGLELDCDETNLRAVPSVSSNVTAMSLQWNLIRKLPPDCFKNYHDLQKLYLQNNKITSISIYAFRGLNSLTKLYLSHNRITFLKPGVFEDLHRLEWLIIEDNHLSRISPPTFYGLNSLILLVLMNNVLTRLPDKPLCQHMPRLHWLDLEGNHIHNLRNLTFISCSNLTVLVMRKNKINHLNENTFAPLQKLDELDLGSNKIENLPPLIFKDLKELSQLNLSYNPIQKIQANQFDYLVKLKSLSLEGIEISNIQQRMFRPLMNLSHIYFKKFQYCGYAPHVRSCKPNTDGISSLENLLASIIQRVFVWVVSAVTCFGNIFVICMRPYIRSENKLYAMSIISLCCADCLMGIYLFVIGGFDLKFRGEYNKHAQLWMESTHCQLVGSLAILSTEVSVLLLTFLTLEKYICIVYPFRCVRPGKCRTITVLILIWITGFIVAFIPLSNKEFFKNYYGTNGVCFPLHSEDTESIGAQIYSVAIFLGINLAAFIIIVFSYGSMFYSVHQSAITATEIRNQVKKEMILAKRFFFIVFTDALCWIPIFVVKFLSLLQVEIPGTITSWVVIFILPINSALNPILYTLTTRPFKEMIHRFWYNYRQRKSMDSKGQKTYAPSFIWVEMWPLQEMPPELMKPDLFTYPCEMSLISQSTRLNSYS
#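 HEK293T cells stably expressing RXFP1 were pretreated with the PDE4 inhibitor Ro 20174, exposed to compounds for 30 min at 37C, lysed, and cAMP was read by TR-FRET. Data normalized to buffer (basal) and 29 nM porcine relaxin (100%).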
# Vif-A3F inh: inhibitors of Vif-A3F interaction | HeLa A3F-eYFP + Vif (tagged APOBEC3F with the HIV-1 protein that degrades it), YFP fluorescence increase | Potency, µM (highest dose often 46.1 µM), inactives show top-dose activity, negative = active | 390,000 tested, 0.2% active | AID 602313; further: % of control where 0% means no effect; nearly all actives have a fitted effect of over 65% in size
#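 HeLa cells stably expressing Vif plus C-terminally eYFP-tagged A3F were seeded, incubated overnight at 37 deg C, dosed with compound, incubated overnight again at 37 deg C. Yellow fluorescence (Ex 488/Em 500-530) reported blocked Vif-mediated A3F-eYFP degradation.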
# TrxR1 substrate: is turned over as a substrate by rat TrxR1. O89049. purified TrxR1 substrate turnover, NADPH consumption readout. Potency, µM (doses to about 114 µM), without a hit: top-dose activity change, negative = substrate turnover. 390,000 tested, 0.01% active. AID 588456; further: on the % scale 0 is the no-effect control and ±100 the full control effect; nearly all actives have a fitted effect of over 50% in size
#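 Rat TrxR1, dispensed at 90 nM, was prereduced with 400 uM NADPH (final) for 5 min at ~22 deg C, then incubated with compound 15 min before 400 uM selenite. A first-read NADPH fluorescence drop versus no-compound background flagged substrates.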
# rTrxR1 inhibitor: rat TrxR1 inhibition; O89049; recombinant rTrxR1, NADPH fluorescence consumption, selenite substrate; Potency, µM (titrated, usually from 114 µM), for the others: at the top dose activity change, negative = inhibition, usual class: inhibitors; 390,000 tested, 1% active; AID 588453; further: on the % scale 0 is the no-effect control and ±100 the full control effect; nearly all actives have a fitted effect of over 65% in size
#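 Rat TrxR1 (90 nM in the dispensed reagent) was pre-reduced with 400 uM NADPH for 5 min at room temperature, then incubated with compound for 15 min. After 400 uM selenite was added, NADPH fluorescence (Ex 340/Em 450 nm) was followed for 8 min.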
# RGS4 inh: inhibitors of human regulator of G protein signaling 4 | AID 504845 | 390,000 tested, 0.039% active | Potency, µM (top dose mostly 114 µM), inactives show top-dose activity change, negative = inhibition, hits mostly inhibitors | Transcreener GDP fluorescence polarization, RGS4-accelerated GTP hydrolysis; further: on the % scale 0 is the no-effect control and ±100 the full control effect; nearly all actives have a fitted effect of over 75% in size; some results filed as inactive show a strong effect at the top dose
# Target sequence (P49798 whole entry, looked up): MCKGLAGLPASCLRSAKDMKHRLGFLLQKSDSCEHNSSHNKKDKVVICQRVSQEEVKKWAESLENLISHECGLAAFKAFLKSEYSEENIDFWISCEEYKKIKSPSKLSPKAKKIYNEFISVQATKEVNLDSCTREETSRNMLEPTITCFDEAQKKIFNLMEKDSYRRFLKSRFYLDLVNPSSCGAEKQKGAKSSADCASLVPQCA
#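 MLSMR compounds (23 nl, pin-transferred) preincubated 10 min at room temperature with a 500nM (2x) first reagent, then RGS4 at 900nM (2x) plus Transcreener GDP mix added; fluorescence polarization (620/688 nm) read before and after 90 min at 30 °C.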
# * hit, by the source's call; ? = inconclusive; . = no result given; [ ] = dose if it differs, or a comment. The call rests on the fitted dose curve; in most records, active means well fitted curve in the direction sought with a large enough effect; inconclusive means small, poorly fitted or top-dose-only effect, or another doubt; inactive means no such curve, though single readings can be large; an effect the other way counts as inactive or inconclusive. Potency means the concentration at half of the fitted maximal effect. Only part of the results is shown; the hit share may differ from the screen's.
Compound	Vif-APOBEC3G blk	mIDH1 inhibitor	USP1-UAF1 inh	ALOX12 inh	RXFP1 agonist	Vif-A3F inh	TrxR1 substrate	rTrxR1 inhibitor	RGS4 inh
CCC(=O)c1cn(CC(=O)Nc2ccccc2Cl)c2ccccc12	-8%	5%	-16%	-14%	-0.1%	?	4%	6%	3%
Cc1ccc(OCC(=O)Nc2ccccc2Sc2ccccc2)c([N+](=O)[O-])n1	-11%	6%	-4%	-29%	5.9%	5%	-12%	-11%	30%
O=C(C1CC1)N1CCc2cc(Br)cc(S(=O)(=O)NC3CCCCC3)c21	1%	6%	-22%	0%	0.5%	.	-14%	-9%	22%
CC/C(=N\NC(N)=O)c1ccc(OC(F)F)cc1	-1%	-3%	-5%	1%	2.5%	8%	0%	18%	36%
Cc1cc(C)cc(-n2ccnc2SCC(=O)Nc2ccc(C)cc2C)c1	1%	14%	-30%	-11%	1.4%	7%	2%[57.1 µM]	15%[57.1 µM]	-41%
CC12CC3CC(C)(C1)CC(C(=O)N1CCN(C(=O)C4CCCO4)CC1)(C3)C2 (configuration not stated)	-2%	0%	-5%	2%	-0.1%	-9%	-3%	-10%	8%
Cc1ccc(NC(=S)NCc2ccc3c(c2)OCO3)cc1	3%	10%	-3%	?	-0.4%	7%	5%[57.1 µM]	-7%[57.1 µM]	-17%
O=c1c2[nH]c3ccc(F)cc3c2ncn1CCCN1CCOCC1	2%	1%	3%	0%	0.7%	-14%	27%	19%	-33%
Cc1ccc2cccc(S(=O)(=O)N3CCN(c4ccccc4F)CC3)c2n1	2%	3%	-13%	-2%	-2.2%	-12%	7%[57.1 µM]	29%	-15%
Cc1nnc(NC(=O)c2ccc3ccccc3c2)o1	0%	-4%	6%	0%	0.9%	-2%	-3%	-3%	18%
CS(=O)(=O)N(CC(=O)N1CCc2ccccc2C1)c1ccc2c(c1)OCO2	1%	5%	2%	0%	-1.3%	1%	-8%	-11%	4%
CN(C)c1ccc(N=Nc2ccc3ncccc3c2)cc1	-5%	5%	-21%	-19%	.	-7%	-8%[57.1 µM]	2%[2.29 µM]	-16%
CCCCCN(C(=O)CCC(=O)OCC(=O)c1ccc(F)c(F)c1)c1c(N)n(CCCC)c(=O)[nH]c1=O	-18%	2%	-12%	2%	3.6%	11%	-8%	-3%	-16%
CCOCCCNC(=S)Nc1ccc2nc(N3CCN(CC)CC3)cc(C)c2c1	-4%	14%	-21%	-3%	1.9%	1%	4%	?	-21%
CCN(CC)c1ccc(-c2nn3c(-c4n[nH]c5c4CCC5)nnc3s2)cc1	-42%	?	-10%	76%[activator]	8.7%	-28%	37%[activator][57.1 µM]	-1%[57.1 µM]	-50%
Cn1c(CN2CCCC2)nc2cc(NC(=O)c3cccs3)ccc21	-1%	0%	-3%	-10%	-0.9%	2%	5%[57.1 µM]	-37%	-1%
CC(C)(C)c1csc(NC(=O)c2ccccc2O)n1	-2%	7%	-8%	?	0.2%	11%	6%[57.1 µM]	-15%[57.1 µM]	5%
CC(C)c1ccc(NC(=O)c2ccc(F)c(S(=O)(=O)N3CCN(c4ccccc4F)CC3)c2)cc1	2%	-19%	-19%	-24%	-1.2%	6%	-6%[57.1 µM]	20%[57.1 µM]	25%
CCNc1ccc(C(=O)OCC)cc1NC(=O)c1cc(S(=O)(=O)N2CCOCC2)ccc1C	-4%	7%	-19%	4%	-0.7%	-10%	-6%	-19%	7%
COc1ccc(S(=O)(=O)n2nc(C)c(S(=O)(=O)N3CCC(C)CC3)c2C)cc1OC	-1%	-6%	-16%	-14%	-3.3%	1%	6%[57.1 µM]	21%[57.1 µM]	-4%
Cc1cccc(Nc2nc(N3CCCCC3)nc(N3CCCCC3)n2)c1	-5%	6%	?	-20%	1.9%	-4%	6%	22%	9%
Cc1ccc(F)c(C2C3C=CCC(C)C3C(=O)N2Cc2ccccc2)c1 (configuration not stated)	-16%	.	.	.	.	.	-7%	-14%	-5%
CC(O)c1nc2ccccc2n1Cc1nnc(-c2ccc(Cl)cc2)o1 (configuration not stated)	0%	-6%	-19%	0%	0.2%	8%	1%[57.1 µM]	17%[57.1 µM]	-37%
CNc1cc(N2CCN(S(=O)(=O)N(C)C)CC2)ccc1[N+](=O)[O-]	0%	7%	-20%	-19%	-0.7%	2%	8%[57.1 µM]	9%[57.1 µM]	-34%
Cc1ccc(Cl)cc1NC(=O)Cn1c(=O)n(Cc2ccccc2)c(=O)c2oc3ccccc3c21	1%	-10%	-15%	-14%	4.3%	-1%	0%	17%	-6%

# Sorted by length of the SMILES (rising): some entries from above.
Compound	Vif-APOBEC3G blk	mIDH1 inhibitor	USP1-UAF1 inh	ALOX12 inh	RXFP1 agonist	Vif-A3F inh	TrxR1 substrate	rTrxR1 inhibitor	RGS4 inh
CC(C)(C)c1csc(NC(=O)c2ccccc2O)n1	-2%	7%	-8%	?	0.2%	11%	6%[57.1 µM]	-15%[57.1 µM]	5%
Cc1ccc2cccc(S(=O)(=O)N3CCN(c4ccccc4F)CC3)c2n1	2%	3%	-13%	-2%	-2.2%	-12%	7%[57.1 µM]	29%	-15%
Cc1ccc(OCC(=O)Nc2ccccc2Sc2ccccc2)c([N+](=O)[O-])n1	-11%	6%	-4%	-29%	5.9%	5%	-12%	-11%	30%

# Next part.
molecule,Vif-APOBEC3G blk,mIDH1 inhibitor,USP1-UAF1 inh,ALOX12 inh,RXFP1 agonist,Vif-A3F inh,TrxR1 substrate,rTrxR1 inhibitor,RGS4 inh
CCN(CCCCN1C(=O)c2ccccc2C1=O)c1ccc2c(c1)C(=O)N(C)C2=O,-1%,0%,?,-18%,8.2%,-1%,-9%,-20%,-10%
CCOc1cccc(/C=C(/C#N)c2nc3ccccc3[nH]2)c1OCC(=O)O,1%,-3%,-24%,-5%,-1.2%,1%,-10%,-5%,7%
Cc1cc(-n2ccc(=O)[nH]c2=O)nc(-c2ccccc2)n1,-2%,-4%,-20%,-10%,0.3%,2%,-7%,-1%,22%
COC(=O)c1ccsc1NC(=O)C1COc2ccccc2O1 (configuration not stated),-9%,13%,?,0%,-0.1%,0%,5%,9%,-20%
C#CCN1Cc2ccccc2Oc2cc(Br)ccc2S1(=O)=O,3%,3%,?,?,.,-2%,-6%,-23%,-23%
O=C(CNC(=O)C12CC3CC(CC(C3)C1)C2)N1CCN(S(=O)(=O)/C=C/c2ccccc2)CC1,-1%,-1%,-8%,19%,-0.4%,3%,-1%,7%,-15%
O=C(COC(=O)C1=Cc2ccccc2OC1)NCc1ccco1,-1%,0%,1%,-1%,-1.0%,-2%,0%[57.1 µM],1%,17%
CCC(=O)c1ccc2c(c1)N(CCCN(C)C)c1ccccc1S2,1%,6%,-10%,?,.,2%,4%[57.1 µM],1%[57.1 µM],-9%[56.9 µM]
CC(C)C(c1nnnn1Cc1cccs1)N1CCN(C2CCCC2)CC1 (configuration not stated),1%,1%,-7%,-21%,0.8%,-3%,4%,2%,-10%[11.4 µM]

# Whole records, looked up by structure.
# Entry for C#CCN1Cc2ccccc2Oc2cc(Br)ccc2S1(=O)=O → Vif-APOBEC3G blk: 3%; mIDH1 inhibitor: 3%; USP1-UAF1 inh: ?; ALOX12 inh: ?; RXFP1 agonist: .; Vif-A3F inh: -2%; TrxR1 substrate: -6%; rTrxR1 inhibitor: -23%; RGS4 inh: -23%
# Entry for COC(=O)c1ccsc1NC(=O)C1COc2ccccc2O1 (configuration not stated) → Vif-APOBEC3G blk: -9%; mIDH1 inhibitor: 13%; USP1-UAF1 inh: ?; ALOX12 inh: 0%; RXFP1 agonist: -0.1%; Vif-A3F inh: 0%; TrxR1 substrate: 5%; rTrxR1 inhibitor: 9%; RGS4 inh: -20%
# Entry for CC(C)C(c1nnnn1Cc1cccs1)N1CCN(C2CCCC2)CC1 (configuration not stated) → Vif-APOBEC3G blk: 1%; mIDH1 inhibitor: 1%; USP1-UAF1 inh: -7%; ALOX12 inh: -21%; RXFP1 agonist: 0.8%; Vif-A3F inh: -3%; TrxR1 substrate: 4%; rTrxR1 inhibitor: 2%; RGS4 inh: -10%[11.4 µM]

# Some of the entries above, reformatted:
CCOCCCNC(=S)Nc1ccc2nc(N3CCN(CC)CC3)cc(C)c2c1
  Vif-APOBEC3G blk: -4%; mIDH1 inhibitor: 14%; USP1-UAF1 inh: -21%; ALOX12 inh: -3%; RXFP1 agonist: 1.9%; Vif-A3F inh: 1%; TrxR1 substrate: 4%; rTrxR1 inhibitor: ?; RGS4 inh: -21%
Cc1ccc2cccc(S(=O)(=O)N3CCN(c4ccccc4F)CC3)c2n1
  Vif-APOBEC3G blk: 2%; mIDH1 inhibitor: 3%; USP1-UAF1 inh: -13%; ALOX12 inh: -2%; RXFP1 agonist: -2.2%; Vif-A3F inh: -12%; TrxR1 substrate: 7%[57.1 µM]; rTrxR1 inhibitor: 29%; RGS4 inh: -15%

# Screening data deposited in PubChem BioAssay by National Center for Advancing Translational Sciences (NCATS).
